Source: PubChem BioAssay
IMPase inh: qHTS Assay for Identifying the Cell-Membrane Permeable IMPase Inhibitors; Inositol monophosphatase 1 (Rattus norvegicus), P97697; CHO-M1 cells, IP1 accumulation, HTRF TR-FRET ratio; inhibition (IP1 accumulation), % at 46.1 µM; 120,000 tested, under 10 active; active = well fitted curve in the direction sought with a large enough effect in the signal ratio, not every such curve was filed as active; inconclusive = small, poorly fitted or top-dose-only effect, or a change in a side signal; inactive = no such curve, though single readings can be large or run the other way; the % refers to the signal ratio;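 note: cells stimulated with carbachol in lithium chloride buffer; plate controls were DMSO basal wells for no effect and reference inhibitor wells for full effect; higher means more IMPase inhibition seen as more IP1 and lower FRET ratio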
Target sequence (P97697 whole entry, looked up): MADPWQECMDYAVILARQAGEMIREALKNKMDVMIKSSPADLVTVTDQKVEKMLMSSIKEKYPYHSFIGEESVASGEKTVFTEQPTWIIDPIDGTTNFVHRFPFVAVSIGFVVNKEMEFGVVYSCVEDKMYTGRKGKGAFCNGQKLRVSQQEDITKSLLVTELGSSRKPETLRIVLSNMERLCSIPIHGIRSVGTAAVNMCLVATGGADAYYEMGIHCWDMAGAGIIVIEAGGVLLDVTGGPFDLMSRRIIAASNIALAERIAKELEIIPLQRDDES
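CHO-M1 cells (CHO stably expressing M1 receptor), compound up to 46 uM final, stimulated with carbachol (50 uM as added) in buffer with 50mM LiCl, pH 7.4, 30 min at 37C. Cytosolic IP1 read by TR-FRET; AC50 from Hill fits.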
ALOX15B inhib: qHTS Assay for Inhibitors of 15-hLO-2 (15-human lipoxygenase 2); 0.56% of 110,000 active; Polyunsaturated fatty acid lipoxygenase ALOX15B (Homo sapiens), O15296; purified 15hLO-2, xylenol orange hydroperoxide absorbance; Potency, µM (titrated, usually from 57.1 µM), for the others: at the top dose activity change, negative = inhibition, actives largely listed as inhibitors; AID 881, 2007; note: potency is the fitted concentration of half-maximal effect; nearly all actives have a fitted effect of over 60% in size; many of its hits are not listed in these tables
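Read-out: hydroperoxide product oxidises ferrous iron, measured as xylenol orange complex via the 573-to-405 nm absorbance ratio after 30 min. Reaction: 50 nM enzyme, 15 min compound preincubation, 45 uM arachidonic acid, 90 min RT, Hepes pH 7.5 with Triton X-100.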
PNC assembly inh: High Content Assay for Compounds that inhibit the Assembly of the Perinucleolar Compartment; PC3M PTB-GFP, PNC prevalence imaging, 16 h; hits give low values; 3.1% of 140,000 active; activity change (PNC), negative = inhibition, % at 10 µM;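 active = readout at or below -70, meaning at least 70% loss of cells showing the perinucleolar compartment, a nuclear body marking cancer cells; inconclusive = readout between -30 and a set limit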;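 note: plate controls were DMSO wells for no effect and camptothecin positive control wells for full effect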
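Read-out is percentage of cells bearing a perinucleolar compartment, from automated 20x imaging of fixed, Hoechst-stained PC3M PTB-GFP cells. Cells were seeded 4 h, then exposed 16 h to compound (23 nl of library stock) in duplicate plates.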
ALOX12 inhib: qHTS Assay for Inhibitors of 12-hLO (12-human lipoxygenase) | purified 12-hLO, xylenol orange hydroperoxide absorbance | Potency, µM (titrated, usually from 57.1 µM), for the others: top-dose activity change, negative = inhibition, hits mostly inhibitors | 0.12% of 150,000 active; note: potency is the fitted concentration of half-maximal effect; nearly all actives have a fitted effect of over 55% in size; many of its hits are not listed in these tables
Target sequence (P18054 whole entry, looked up): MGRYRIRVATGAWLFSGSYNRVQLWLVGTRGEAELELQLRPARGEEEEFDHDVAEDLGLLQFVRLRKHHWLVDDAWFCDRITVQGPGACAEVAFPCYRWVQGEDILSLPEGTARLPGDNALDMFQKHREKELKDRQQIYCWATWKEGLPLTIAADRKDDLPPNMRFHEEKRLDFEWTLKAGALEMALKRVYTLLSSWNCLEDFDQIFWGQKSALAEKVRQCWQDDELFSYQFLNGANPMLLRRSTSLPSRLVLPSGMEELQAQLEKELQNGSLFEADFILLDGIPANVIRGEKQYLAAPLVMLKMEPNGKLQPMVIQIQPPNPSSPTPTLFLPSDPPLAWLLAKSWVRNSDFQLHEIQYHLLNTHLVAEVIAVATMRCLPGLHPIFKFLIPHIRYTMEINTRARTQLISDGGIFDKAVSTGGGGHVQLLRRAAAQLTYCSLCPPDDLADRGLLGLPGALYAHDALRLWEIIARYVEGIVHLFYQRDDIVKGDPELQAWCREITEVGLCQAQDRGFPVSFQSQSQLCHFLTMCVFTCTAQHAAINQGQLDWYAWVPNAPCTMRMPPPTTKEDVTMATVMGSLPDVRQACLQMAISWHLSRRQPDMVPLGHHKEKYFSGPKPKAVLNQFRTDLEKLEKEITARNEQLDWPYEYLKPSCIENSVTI
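150 nM 12hLO, 25 mM Hepes pH 7.0 + 0.01% Triton X-100; cpd preinc 15 min RT; 40 uM arachidonic acid, 30 min RT; Fe-XO 30 min; A573/A405 ratio as read-out.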
Numbers without * were called inactive; ? = inconclusive; nt = not tested or not shown; & = joins results of further samples; [ ] = dose if it differs, or a comment. Unless noted, calls come from the whole dose curve; as a rule, active = well fitted curve in the direction sought with a large enough effect; inconclusive = small, poorly fitted or top-dose-only effect, or another doubt; inactive = no such curve, though single readings can be large; an effect the other way counts as inactive or inconclusive. Unless noted, % is set by controls: 0 for no effect and ±100 for the full control effect.

(1) CCN(CC)CCCNC(=O)c1ccc(Cl)c(S(=O)(=O)Nc2ccccc2OC)c1
(2) COC(=O)C1C(=O)C=C(Nc2ccc(F)cc2F)CC1c1ccc(OC)cc1 (stereo not given)
(3) CCCCn1c2nc3ccccc3nc2c2c(=O)n(CCC(C)C)cnc21
(4) CCOc1ccc(-n2cc(C(=O)N3CCC(C)CC3)c3cc(OC)c(OC)cc3c2=O)cc1
(5) O=C1N[C@@H](Cc2ccccc2)C(=O)N1CCN1CCOCC1
(6) CCOC(=O)Cn1c(=NC(=O)c2cccs2)sc2cc(C(=O)OC)ccc21

Compound	1	2	3	4	5	6
IMPase inh	2.2	nt	-11.3	-0.7	1.7	nt
ALOX15B inhib	6.6%	nt	3.8%	1.2%	1.6%	nt
PNC assembly inh	57.2	?	-20.0	-1.7	-1.8	28.7
ALOX12 inhib	2.4%	-2.0%	-7.4%	-5.4%	-0.5%	7.2%

(7) CC1(C)CC2CC(C)(CN2CC(=O)C(C#N)c2ccccc2)C1 (stereo not given)
(8) Nc1nnc(CC2=CCCCC2)s1
(9) CCN(CC)c1ccc(/C=C2/SC(=O)N(C(C)C)C2=O)o1
(10) CCOC(=O)C1C(C(=O)OC)=C(c2ccc(F)cc2)c2ccc(OC)cc2N1S(=O)(=O)C(F)(F)F (stereo not given)
(11) COc1ccc(-n2c(C)cc(/C=N/Nc3nc(N4CCOCC4)nc(N4CCOCC4)n3)c2C)cc1
(12) c1ccc(CN2CCN(C3=Nc4cccc5cccc3c45)CC2)cc1

Compound	7	8	9	10	11	12
IMPase inh	6.9	-2.2	nt	nt	nt	20.2
ALOX15B inhib	-11.7%	4.7%	nt	5.6%[0.0915 µM]	nt	15.2%
PNC assembly inh	18.5	1.8	?	nt	?	-10.4
ALOX12 inhib	-0.4%	2.3%	-3.0%	-1.3%[0.00818 µM]	-2.9%	0.9%

(13) COc1ccc(NC(=O)NC(C)(C(F)(F)F)C(F)(F)F)cc1
(14) Cc1ccc(Nc2nc(N)nc(CN3CCCCCC3)n2)c(C)c1
(15) COc1ccc(Nc2cc(=O)oc3ccccc23)cc1
(16) CCOC(=O)c1ccc(-n2c(N)c(C(=O)NCc3ccco3)sc2=S)cc1
(17) O=c1/c(=C\c2ccc(O)cc2)sc2n1C(c1ccccc1)C(c1ccccc1)=NN=2 (stereo not given)
(18) Cc1cc(C)n(-c2nc3c(c(=O)[nH]c(=O)n3C)n2CC(C)C)n1

Compound	13	14	15	16	17	18
IMPase inh	0.3	6.6	2.3	13.3	1.0	-10.9
ALOX15B inhib	-0.5%	1.6%	-1.2%	-29.4%	?	-3.4%
PNC assembly inh	31.9	4.0	96.9	-21.0	36.6	0.4
ALOX12 inhib	-4.8%	2.8%	-4.5%	?	?	9.4%

(19) CCCC1=C(C(=O)OCC)C(c2cc(Cl)cc(OC)c2OCC(=O)OCC)NC(=O)N1 (stereo not given)
(20) Cc1ccccc1/C=c1\s/c(=C\C(=O)C(C)(C)C)[nH]c1=O
(21) CC1(C)CC(=O)c2cc(OCC(=O)NCCCN3CCN(c4ccc(F)cc4)CC3)ccc2O1
(22) CCn1ncc(C(=O)Nc2cc(C)on2)c1C
(23) O=C(NC1CCCC1)c1sc(=S)n2c1[nH]c(=O)c1ccccc12
(24) CCOC(=O)c1cnc2c(C(=O)OC)cccc2c1NCc1ccco1

Compound	19	20	21	22	23	24
IMPase inh	-1.9	7.1	14.3	0.3	-1.8	4.0
ALOX15B inhib	4.7%	-12.8%	50.4%[activator]	-7.7%	-24.5%	2.1%
PNC assembly inh	-25.8	-24.7	-13.0	48.7	-20.0	21.0
ALOX12 inhib	-5.3%	?	-2.6%	5.9%	-8.1%	0.0%

(25) C=CCNc1sc(C(=O)C2CC2)c(N)c1C#N
(26) Cc1csc(NC(=O)CSc2nnc(-c3ccncc3)o2)n1
(27) O=C(O)c1cccc(N2C(=O)C3CC=C(Cl)CC3C2=O)c1 (stereo not given)
(28) COc1cc(/C=C2\N=C(c3ccccc3)OC2=O)ccc1OCc1c(C)no[n+]1[O-]
(29) O=C(NCCN1C(=O)S/C(=C/c2ccccc2)C1=O)C1CCCN1C(=O)c1cccs1 (stereo not given)
(30) C(=N/n1c2ccccc2c2ccccc21)/c1ccco1

Compound	25	26	27	28	29	30
IMPase inh	-7.9	2.4	-1.1	4.0	1.3	5.9
ALOX15B inhib	-5.7%	-2.7%	1.2%	nt	nt	-7.8%
PNC assembly inh	-28.8	-25.6	50.0	?	-22.5	?
ALOX12 inhib	-1.9%	5.9%	-4.0%	0.2%	-1.7%	-17.0%

(31) Cc1nn(Cc2c(Cl)cccc2Cl)c(C)c1NC(=O)CCCn1nc([N+](=O)[O-])c(Cl)c1C
(32) Cn1nc(C(F)(F)F)c(/C=N/OC(=O)c2ccccc2)c1SCc1ccc(Cl)cc1
(33) O=C1CCCc2nc(N3CCN(Cc4ccccc4)CC3)ncc21
(34) CCC1CCCCN1C(=S)Nc1ccc(OC(F)F)cc1 (stereo not given)
(35) c1ccc(N2CCN(c3nnnn3-c3ccccc3)CC2)cc1
(36) COc1ccc(-n2nnc3c(=O)n(CC(=O)N4CCC(C)CC4)cnc32)cc1

Compound	31	32	33	34	35	36
IMPase inh	-3.8	?	2.7	9.2	0.4	9.4
ALOX15B inhib	nt	6.0%	-2.5%	nt	4.5%	-2.0%
PNC assembly inh	65.3	?	?	?	4.5	-20.4
ALOX12 inhib	1.4%	4.5%	-7.9%	-9.6%	-1.9%	-7.6%

(37) CCCC(=NCCc1c(C)[nH]c2ccccc12)C1=C(O)CC(c2ccccc2)CC1=O (stereo not given)
(38) NC[C@H](O)c1ccc(O)c(O)c1
(39) CC(C)(C)c1cnnn1-c1ccc(C=O)cc1
(40) Cc1cccc(/C=N/NC(=O)Cn2nccc2C)n1
(41) Cc1ccccc1C(=O)O/N=C/c1c(N2CCOCC2)n(C)c2ccccc12
(42) Cc1csc(SCC(=O)Nc2ccccn2)n1

Compound	37	38	39	40	41	42
IMPase inh	nt	3.7&4.0	6.1	-10.3	-10.2	10.9
ALOX15B inhib	nt	79.6%[activator][0.0915 µM]	nt	nt	-10.8%	-7.0%
PNC assembly inh	?	nt	?	?	?	12.9
ALOX12 inhib	-6.4%	-6.4%[0.00818 µM]	0.7%	1.2%	-1.1%	-4.8%

(43) Cc1ccc(CCNC(=O)C2CCCN(S(=O)(=O)c3cnc[nH]3)C2)cc1 (stereo not given)
(44) CN1CCN(C(=O)C2CCN(S(=O)(=O)c3cnc[nH]3)CC2)CC1
(45) CCCc1[nH]c(=O)c(C#N)c2c1CCCC2
(46) Cn1c(SCc2ccccc2Cl)nc(C(F)(F)F)cc1=O
(47) COc1ccc2c3c(c(=O)oc2c1OCC(=O)C(C)(C)C)CCCC3
(48) Cc1cccc2c1CC(C)(C)N=C2C1=C(O)CC(C)(C)CC1=O

Compound	43	44	45	46	47	48
IMPase inh	0.4	5.4	11.0	11.3	-8.3	5.8
ALOX15B inhib	-3.3%	-1.9%	nt	-9.8%	2.9%	-2.1%
PNC assembly inh	?	-0.3	30.0	8.9	?	3.0
ALOX12 inhib	-2.5%	-2.0%	-2.1%	-0.7%	-0.4%	4.3%

(49) O=C1c2ccccc2C(=O)N1c1n[nH]c(CCc2ccccc2)n1
(50) CCC(C(=O)N1CCN(c2ccccc2OC)CC1)c1ccccc1 (stereo not given)
(51) COc1ccc(N(CC(=O)N/N=C/c2cc3ccc(OC)cc3nc2Cl)S(=O)(=O)c2ccccc2)cc1
(52) CCCCCCn1c(O)c(/C=C2\C=NN=C2c2ccccc2)sc1=S
(53) CC(=O)S[C@H]1CC2=CC(=O)CC[C@@]2(C)[C@H]2CC[C@@]3(C)[C@H](CC[C@]34CCC(=O)O4)[C@@H]12
(54) CC1(C)C=C(c2ccc(O)cc2)CC(C)(C)N1

Compound	49	50	51	52	53	54
IMPase inh	?	nt	-6.0	3.5	4.5[20.6 µM]	0.7
ALOX15B inhib	1.4%	nt	nt	nt	-3.9%[25.6 µM]	6.8%
PNC assembly inh	-28.1	19.3	8.2	40.3	nt	8.1
ALOX12 inhib	0.3%	1.5%	-1.7%	-3.6%	-0.4%[25.6 µM]	-4.4%

(55) Cn1c(SCc2ccc3c(c2)OCO3)nnc1-c1ccccc1
(56) Cn1c(Cn2nnc(-c3ccccc3)n2)nnc1SCc1ccccc1Cl
(57) COc1ccc(Br)cc1CN(C)CC(=O)Nc1c(Cl)cccc1Cl
(58) Nc1nc(CSC(=S)N2CCN(c3ccccc3)CC2)nc(Nc2ccc(F)cc2)n1
(59) CC(=O)OCC(=O)[C@@]1(O)CCC2C3C[C@H](C)C4=CC(=O)C=CC4(C)C3C(O)CC21C (stereo not given in full)
(60) COC(=O)c1c(NC(=O)c2cccs2)sc2c1CCCC2

Compound	55	56	57	58	59	60
IMPase inh	1.9	-0.3	6.4	nt	nt	4.3
ALOX15B inhib	3.1%	-7.8%	nt	nt	15.7%[0.0915 µM]	7.5%
PNC assembly inh	16.9	22.8	?	18.0	nt	-6.0
ALOX12 inhib	2.1%	-1.0%	-2.6%	-13.8%	-1.0%[0.00818 µM]	-19.8%

(61) Cc1cc(C)n(Cc2ccc(C(=O)Nc3cccc(Br)c3)o2)n1
(62) O=C(C1CCN(S(=O)(=O)c2cccs2)CC1)N1CCN(c2ccccc2)CC1
(63) CCCN(CCC)S(=O)(=O)c1ccc(NS(=O)(=O)c2ccc(F)cc2)cc1
(64) CC(=O)c1cccc(Nc2nc(-c3cccc([N+](=O)[O-])c3)cs2)c1
(65) CC(C)(C)c1nc(NCC2CCCO2)c2nnn(Cc3ccccc3)c2n1 (stereo not given)
(66) CC(Oc1ccc(Cl)cc1)C(=O)NNC(=S)NC(=O)c1ccco1 (stereo not given)

Compound	61	62	63	64	65	66
IMPase inh	nt	-7.0	3.0	15.0	0.2	nt
ALOX15B inhib	nt	-3.6%	-2.3%	-18.6%	21.6%	nt
PNC assembly inh	15.8	?	6.4	-85.1*	-11.9	?
ALOX12 inhib	-5.5%	1.9%	-17.7%	-10.8%	-2.4%	?

Compound profiles, as listed above. Values in the order: IMPase inh, ALOX15B inhib, PNC assembly inh, ALOX12 inhib
Results for O=C(C1CCN(S(=O)(=O)c2cccs2)CC1)N1CCN(c2ccccc2)CC1 : -7.0, -3.6%, ?, 1.9%
Results for Cc1cc(C)n(Cc2ccc(C(=O)Nc3cccc(Br)c3)o2)n1 : nt, nt, 15.8, -5.5%
Results for CC(=O)c1cccc(Nc2nc(-c3cccc([N+](=O)[O-])c3)cs2)c1 : 15.0, -18.6%, -85.1*, -10.8%
Results for CC(C)(C)c1nc(NCC2CCCO2)c2nnn(Cc3ccccc3)c2n1 (stereo not given) : 0.2, 21.6%, -11.9, -2.4%
Results for CC(Oc1ccc(Cl)cc1)C(=O)NNC(=S)NC(=O)c1ccco1 (stereo not given) : nt, nt, ?, ?

(list continues)
(67) O=C(C1=C(O)C(=O)N(CCN2CCOCC2)C1c1ccccn1)c1cccs1 (stereo not given)
(68) O=C(Nc1nncs1)c1c(F)c(F)c(F)c(F)c1F
(69) C/C(=N\NC(=O)c1cccc(C)c1)c1ccc(N2CCOCC2)cc1
(70) COc1ccc(C(=O)N2CCCC(c3nc(-c4cccs4)no3)C2)cc1 (stereo not given)

Compound	67	68	69	70
IMPase inh	4.4	2.7	2.3	6.5
ALOX15B inhib	-9.6%	4.8%	-5.1%	-10.5%
PNC assembly inh	30.4	?	38.0	70.0
ALOX12 inhib	-12.3%	-1.2%	-2.6%	-3.7%

Some of the compounds tested (hit frequency here may not be typical).
